Assay outcomes: PubChem, National Center for Advancing Translational Sciences (NCATS)
Tb PGK inh: blocks T. brucei phosphoglycerate kinase; P07378; Potency, µM (highest dose often 57.5 µM), inactives show at the top dose activity change, negative = inhibition, actives largely listed as inhibitors; PGK/GAPDH coupled, Kinase-Glo luminescence, 60 min; hit rate 0.043% among 380,000; AID 602233; further: potency means the concentration at half of the fitted maximal effect; on the % scale 0 is the no-effect control and ±100 the full control effect; nearly all actives have a fitted effect of over 60% in size
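Recombinant glycosomal PGK reaction used 1,3-bisphosphoglycerate generated in-well by GAPDH (100nM final) in 100mM TEA pH 7.6, 5mM MgCl2, 0.01% Tween-20. After 60 minutes at room temperature, ATP was read by Kinase-Glo Plus luminescence end-point.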
JMJD2A Tudor: blocks the human JMJD2A Tudor domain; AlphaScreen JMJD2A-Tudor / H3K4me3 peptide binding; Potency, µM (doses to about 114 µM), for the others: top-dose activity change, negative = inhibition, usual class: inhibitors; hit rate 4.4% among 390,000; further: potency means the concentration at half of the fitted maximal effect; on the % scale 0 is the no-effect control and ±100 the full control effect; nearly all actives have a fitted effect of over 50% in size
BAZ2B block: BAZ2B (human) inhibition; AID 504333; hit rate 4.4% among 360,000; Q9UIF8; AlphaScreen BAZ2B-H3K14Ac peptide displacement; Potency, µM (top dose mostly 114 µM), for the others: at the highest dose activity change, negative = inhibition, most hits filed as inhibitors; further: potency means the concentration at half of the fitted maximal effect; on the % scale 0 is the no-effect control and ±100 the full control effect; nearly all actives have a fitted effect of over 60% in size
Target sequence (Q9UIF8 whole entry, looked up): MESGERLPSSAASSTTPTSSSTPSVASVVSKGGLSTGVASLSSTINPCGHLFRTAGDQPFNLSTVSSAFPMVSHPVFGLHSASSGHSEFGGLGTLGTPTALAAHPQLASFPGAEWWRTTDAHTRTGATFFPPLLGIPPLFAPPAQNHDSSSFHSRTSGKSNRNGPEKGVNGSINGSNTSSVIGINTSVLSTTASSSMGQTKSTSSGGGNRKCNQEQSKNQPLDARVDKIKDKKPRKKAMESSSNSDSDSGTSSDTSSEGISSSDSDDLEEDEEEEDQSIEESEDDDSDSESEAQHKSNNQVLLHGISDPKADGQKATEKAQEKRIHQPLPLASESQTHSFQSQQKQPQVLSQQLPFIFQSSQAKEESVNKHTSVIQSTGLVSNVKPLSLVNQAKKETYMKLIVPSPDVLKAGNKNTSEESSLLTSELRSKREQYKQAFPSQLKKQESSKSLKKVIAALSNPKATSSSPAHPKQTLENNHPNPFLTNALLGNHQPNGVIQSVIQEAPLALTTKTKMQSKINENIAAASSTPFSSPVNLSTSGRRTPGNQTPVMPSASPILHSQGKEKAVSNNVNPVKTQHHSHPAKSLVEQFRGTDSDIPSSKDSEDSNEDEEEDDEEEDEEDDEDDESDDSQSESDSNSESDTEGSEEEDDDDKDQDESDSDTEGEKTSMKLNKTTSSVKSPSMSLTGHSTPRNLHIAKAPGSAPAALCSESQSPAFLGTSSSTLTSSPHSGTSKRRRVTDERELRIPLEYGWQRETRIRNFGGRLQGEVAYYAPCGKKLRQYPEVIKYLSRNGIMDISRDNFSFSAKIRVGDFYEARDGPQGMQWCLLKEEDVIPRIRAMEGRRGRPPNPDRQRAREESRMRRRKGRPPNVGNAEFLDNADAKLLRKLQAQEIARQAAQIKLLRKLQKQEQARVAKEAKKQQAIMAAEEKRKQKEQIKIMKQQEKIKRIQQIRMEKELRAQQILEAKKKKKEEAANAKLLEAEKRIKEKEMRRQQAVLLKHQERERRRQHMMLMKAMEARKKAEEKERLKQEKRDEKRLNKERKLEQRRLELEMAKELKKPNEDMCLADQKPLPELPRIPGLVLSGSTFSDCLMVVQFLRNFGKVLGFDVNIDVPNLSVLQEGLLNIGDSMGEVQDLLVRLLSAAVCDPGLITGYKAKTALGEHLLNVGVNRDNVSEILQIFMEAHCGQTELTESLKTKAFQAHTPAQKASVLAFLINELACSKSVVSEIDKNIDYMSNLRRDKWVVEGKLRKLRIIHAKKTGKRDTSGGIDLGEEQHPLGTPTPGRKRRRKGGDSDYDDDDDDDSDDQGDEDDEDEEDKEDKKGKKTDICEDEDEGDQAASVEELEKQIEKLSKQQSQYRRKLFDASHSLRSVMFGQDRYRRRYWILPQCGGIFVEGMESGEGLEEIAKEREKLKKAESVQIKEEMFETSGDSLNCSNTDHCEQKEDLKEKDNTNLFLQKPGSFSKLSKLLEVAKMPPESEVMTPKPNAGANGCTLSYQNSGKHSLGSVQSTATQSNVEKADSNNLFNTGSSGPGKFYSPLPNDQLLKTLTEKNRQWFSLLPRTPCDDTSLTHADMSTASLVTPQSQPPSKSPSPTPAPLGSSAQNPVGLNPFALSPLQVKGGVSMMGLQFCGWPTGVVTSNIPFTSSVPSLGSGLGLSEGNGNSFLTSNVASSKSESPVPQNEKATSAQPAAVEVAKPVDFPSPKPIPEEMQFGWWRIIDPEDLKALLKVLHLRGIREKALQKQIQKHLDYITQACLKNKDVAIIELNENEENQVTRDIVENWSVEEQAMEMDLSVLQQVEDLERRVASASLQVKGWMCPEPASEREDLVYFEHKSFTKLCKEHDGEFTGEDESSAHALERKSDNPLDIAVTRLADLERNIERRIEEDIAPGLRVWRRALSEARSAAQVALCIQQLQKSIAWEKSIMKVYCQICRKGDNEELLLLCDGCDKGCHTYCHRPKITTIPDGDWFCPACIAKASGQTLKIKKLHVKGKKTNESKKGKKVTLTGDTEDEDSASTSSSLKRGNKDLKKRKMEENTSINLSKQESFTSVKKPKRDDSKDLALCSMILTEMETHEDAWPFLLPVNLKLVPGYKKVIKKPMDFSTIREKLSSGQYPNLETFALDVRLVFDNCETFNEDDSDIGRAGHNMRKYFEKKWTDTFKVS
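In this displacement format the biotinylated H3(5-23) peptide acetylated at Lys14 serves as ligand at 50 nM, with BAZ2B at 50 nM in PBS pH 7.4 containing 0.01% Tween-20. Donor and acceptor beads are 10 ug/mL final.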
G9a inh: inhibitors of human histone lysine methyltransferase G9a; Q96KQ7; G9a H3K9 monomethylation, AlphaScreen, 2 h; Potency, µM (doses to about 102 µM), without a hit: at the highest dose activity, negative = inhibition, usual class: inhibitors; hit rate 8.8% among 350,000; further: potency means the concentration at half of the fitted maximal effect; on the % scale 0 is the no-effect control and ±100 the full control effect; nearly all actives have a fitted effect of over 75% in size
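G9a (20 nM) was preincubated 15 min with compound, then reacted 2 h at room temperature with 500 nM biotin-H3K9 peptide and 20 µM SAM. Monomethyl-H3K9 detected by AlphaScreen using anti-H3K9me1 antibody.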
GLS inhibitor: blocks human kidney-isoform glutaminase activity; AID 624170; hit rate 0.21% among 410,000; GLS enzymatic activity, qHTS titration; Potency, µM (highest dose often 45.5 µM), inactives show at the highest dose activity change, negative = inhibition, most hits filed as inhibitors; further: potency means the concentration at half of the fitted maximal effect; on the % scale 0 is the no-effect control and ±100 the full control effect
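Compounds were pin-transferred onto hKGA, after which L-glutamine (1 mM solution) and a detection mix of glutamate oxidase, HRP and Amplex Red were added. Initial and 30 min RT fluorescence reads were collected.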
PI4K2A block: inhibitors of human PI4K2A | Q9BTU6 | purified PI4K2A, ADP-Glo luminescence, 1 h; stronger effect = lower value | activity change, negative = inhibition, % at 76.9 µM | hit rate 0.13% among 420,000 | AID 1346378; in the data active means activity change below about -50%; inconclusive means mostly about -30% to -49%;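 further: -100% = wells without enzyme as full effect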
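Compounds are screened against recombinant PI4K2A using PI as substrate and ATP, the latter dispensed at 300 microM. Reactions run one hour at ambient temperature before ADP-Glo detection; full inhibition defined by wells lacking enzyme.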
Pin1 inhibitor: blocks the human prolyl isomerase Pin1; Potency, µM (top dose mostly 115 µM), without a hit: at the highest dose activity, negative = inhibition, usual class: inhibitors; Pin1 FP peptide displacement, HiFluor488, 10 min; AID 504891; hit rate 0.009% among 390,000; Q13526; active means well fitted inhibition curve with a large enough effect in the polarisation, with a control signal flat, not every such curve was filed as active; inconclusive means small, poorly fitted or top-dose-only effect, or effect the other way, or a change in a side signal; inactive means no such curve, though single readings can be large or run the other way; the % refers to the polarisation; further: potency means the concentration at half of the fitted maximal effect; on the % scale 0 is the no-effect control and ±100 the full control effect
POLH inh: blocks human DNA polymerase eta activity; Q9Y253; recombinant Pol eta, fluorescent DNA replication assay; Potency, µM (top dose mostly 114 µM), inactives show at the top dose activity change, negative = inhibition, actives largely listed as inhibitors; hit rate 1.2% among 390,000; further: potency means the concentration at half of the fitted maximal effect; on the % scale 0 is the no-effect control and ±100 the full control effect
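Pol eta (10 nM) was preincubated with compounds for 15 min at room temperature, after which fluorescent replication substrate (50 nM final) was added to start the reaction. Fluorescence was read kinetically at 0 and 10 min.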
HP1b binding inh: inhibitors of HP1-beta chromodomain binding to methylated histone tails; AID 540317; Potency, µM (highest dose often 114 µM), for the others: at the highest dose activity change, negative = inhibition, actives largely listed as inhibitors; AlphaScreen HP1-beta / biotin-H3K9me3 peptide binding; hit rate 0.56% among 390,000; P83916; further: potency means the concentration at half of the fitted maximal effect; nearly all actives have a fitted effect of over 70% in size; inactives centre near 23
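HP1-beta protein (50 nM final) preincubated 30 min at room temperature with biotinylated H3(1-18)K9me3 peptide (50 nM) in PBS pH 7.4, 0.01% Tween-20, then compound added for 30 min. AlphaScreen streptavidin donor/nickel chelate acceptor beads (10 ug/mL final), 30 min dark, luminescence read.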
Active calls of the source: *; i = inactive; ? = inconclusive; nt = no result given; [ ] = another dose, or the depositor's remark. Unless noted, the call rests on the fitted dose curve; in most records, active means well fitted curve in the direction sought with a large enough effect; inconclusive means small, poorly fitted or top-dose-only effect, or another doubt; inactive means no such curve, though single readings can be large; an effect the other way counts as inactive or inconclusive.

SMILES	Tb PGK inh	JMJD2A Tudor	BAZ2B block	G9a inh	GLS inhibitor	PI4K2A block	Pin1 inhibitor	POLH inh	HP1b binding inh
COC(=O)c1c(-c2ccccc2)csc1N1C(=O)Nc2ccccc2N1O	i	-19.2%	-20.9%	-9.5%	15.3%	-5.0	1.8%	-5.9%	26.2%
CN1/C(=C/C(=O)C2CC2)C(C)(C)c2ccccc21	-4.1%	-23.5%	-1.0%	0.8%	3.4%	-1.9	1.4%	-19.3%	39.9%[activator]
Oc1ccc(/C=N/Nc2nc(-c3cccnc3)nc3ccccc23)c(O)c1	-4.8%	-11.8%[11.4 µM]	-28.8%	5.0%[59 µM]	29.8%	4.4	45.6%[activator]	-2.8%	36.0%
COc1ccccc1N1CCN(C(=O)Cn2cnc3onc(-c4ccc(F)cc4)c3c2=O)CC1	-3.3%	-30.1%	0.8%[57.1 µM]	-11.0%[59 µM]	-6.4%	-0.2	-2.5%	-8.3%	-13.8%
CC1Cc2nc(SCC(=O)Nc3ccccc3F)n(C)c(=O)c2S1 (centres undefined)	-7.8%	-28.1%[11.4 µM]	-3.4%	14.4%[59 µM]	-3.5%	-2.5	-8.3%	-22.3%	34.6%
Cc1ccc(-c2c[n+](CC(=O)c3cccs3)c3n2CCC3)cc1	i	-15.5%	-1.1%	nt	1.1%	-0.2	2.9%	-15.7%	2.7%
COc1ccc(/C=C/C(=O)OCC(=O)Nc2ncc(Cl)cc2Cl)cc1	-5.1%	-18.1%	nt	nt	0.0%	-3.3	7.2%	?	4.7%
CCOC(=O)c1c(NC(=O)c2nn(CC)cc2Br)c(C#N)nn1-c1ccccc1	5.9%	-8.2%	11.3%	-2.7%[12.7 µM]	-1.2%	2.5	10.4%	-6.5%	23.6%
CCN(CC(=O)Nc1ccccc1OC)Cc1csc(CC(=O)Nc2ccc(C)cc2)n1	-4.2%	-31.7%	nt	nt	-9.2%	-4.4	2.4%	-6.6%	6.5%[57 µM]
Cc1cc(C)c(OCC(=O)N(Cc2ccc(N(C)C)cc2)CC2CCCO2)c(C)c1 (centres undefined)	-0.5%	39.8µM*	28.2µM*	12.6µM*	16.1%	-1.7	-0.9%	-25.4%	?
COCCOC(=O)C1=C(C)N=C2SCCC(=O)N2C1c1ccc(OC(=O)c2ccco2)cc1 (centres undefined)	0.5%	-12.7%	6.0%	1.6%	5.1%	1.8	-5.7%	-11.5%	28.0%
O=C(Nc1ccccc1C(=O)O)c1cccc(NC(=O)c2ccco2)c1	-6.2%	-3.4%	33.3%[activator]	nt	-0.8%	-11.8	-1.2%	-21.7%	50.5%[activator]
O=C(C(=Cc1ccccc1)CN1CCCCC1)c1ccccc1	-6.0%	-11.1%	nt	nt	-1.4%	15.5	-2.6%	?	34.9%
CC(C)N1C/C(=C/c2cccnc2)C(=O)/C(=C/c2cccnc2)C1	1.7%	-4.0%	-31.2%	-10.2%[59 µM]	0.5%	1.2	3.8%	-19.3%	47.1%[activator]
COc1ccc(-c2cnc(N)nc2-c2ccc(OC)cc2O)cc1	i	?	-37.2%	-27.7%[59 µM]	-5.4%	-7.2	-6.5%	-18.1%	1.5%
CC(C)[C@H](NC(=O)[C@H](Cc1ccccc1)n1c(=O)[nH]c2ccccc2c1=O)C(=O)N[C@@H](Cc1ccccc1)C(=O)O	2.0%	-12.9%	4.1%	nt	6.9%	-4.5	2.1%	-11.8%	28.6%
CN(C)S(=O)(=O)N(Cc1ccc(Br)cc1)c1ccccc1	i	58.3%[activator]	114.7%[activator]	22.8%[12.7 µM]	-3.0%	7.8	3.5%	-21.5%	115.9%[activator]
CC(c1ccco1)N(C(=O)COc1ccc(Cl)cc1Cl)c1ccccn1 (centres undefined)	-4.9%	-20.9%	4.0%	-5.1%[12.7 µM]	2.2%	-3.9	-9.2%	-14.5%	15.4%
O=C1CCCCCN1Sc1ccccc1	-2.5%	-7.5%	1.1%	10µM*	2.6%	?	-5.9%	-7.7%	54.2%[activator]
O=C(Nc1csnn1)c1csnn1	-5.3%	-9.2%	6.8%	?	0.9%	-5.9	-7.5%	1.3%	32.1%

Shown as a hit in JMJD2A Tudor (from the list above):
SMILES	Tb PGK inh	JMJD2A Tudor	BAZ2B block	G9a inh	GLS inhibitor	PI4K2A block	Pin1 inhibitor	POLH inh	HP1b binding inh
Cc1cc(C)c(OCC(=O)N(Cc2ccc(N(C)C)cc2)CC2CCCO2)c(C)c1 (centres undefined)	-0.5%	39.8µM*	28.2µM*	12.6µM*	16.1%	-1.7	-0.9%	-25.4%	?

The list goes on.
SMILES	Tb PGK inh	JMJD2A Tudor	BAZ2B block	G9a inh	GLS inhibitor	PI4K2A block	Pin1 inhibitor	POLH inh	HP1b binding inh
Fc1ccc(CNC(=S)Nc2ccc(Cl)cc2)cc1	4.0%	12.9%	9.6%	9.1%[0.501 µM]	1.8%	3.9	0.2%	-4.0%	58.7%[activator]
CCCCN(C)CC(O)Cn1cc(/C=C/C(=O)c2cccs2)c2ccccc21 (centres undefined)	2.2%	-26.7%	-8.3%	7.0%[59 µM]	8.2%	1.4	?	-28.6%	14.0%
Cc1ccc(-n2nc3c(=S)[nH]nc(C)c3c2C)cc1	-5.5%	-3.7%	7.0%	?	5.0%	-5.8	4.9%	-11.7%	30.7%[activator]
CC(C)(C)NC(=O)C(c1ccc(F)cc1)N(C(=O)CCC(=O)Nc1ccccn1)C1CCCC1 (centres undefined)	-8.8%	-13.7%	-1.5%	18.3%	-15.4%	4.7	-0.4%	0.6%	1.5%
COc1cc(NC(=O)CN(c2ccc(C)cc2)S(=O)(=O)c2c(C)n[nH]c2C)cc(OC)c1	-7.8%	-18.8%	-5.4%	?	-1.6%	3.9	-1.2%	-19.8%	12.9%
CCC(OC(=O)CN1C(=O)C(=O)c2ccccc21)C(=O)Nc1ccc(S(N)(=O)=O)cc1 (centres undefined)	0.0%	-7.6%	-29.2%	-36.9%	-7.5%	5.8	-0.1%	-6.7%	11.3%
O=C(CN(c1ccccc1)S(=O)(=O)c1ccccc1[N+](=O)[O-])Nc1ccccc1C(=O)N1CCOCC1	i	3.0%[11.4 µM]	-19.4%	1.9%	1.0%	-3.3	5.9%	-19.2%	-4.9%
Cc1ccc(O)c(-c2cc(-c3ccccc3F)[nH]n2)c1	-2.8%	5.0%	8.1%	70.8%[activator][12.7 µM]	-3.7%	0.0	1.5%	-20.9%	48.5%[activator]
Cc1ccc(S(=O)(=O)N2CCCCC2)cc1C(=O)NCCC1=CCCCC1	0.4%	-12.4%	9.0%	10.1%[0.501 µM]	0.9%	-2.5	-2.3%	?	17.5%
O=C1CC(c2ccccc2)Cc2nc(NCc3ccco3)ncc21 (centres undefined)	-7.5%	-11.8%	3.4%	-19.8%[59 µM]	10.4%	5.0	-9.1%	-1.5%	21.3%
COc1ccc(-n2cc3ccc([N+](=O)[O-])cc3n2)cc1	i	-20.5%	-9.1%	-7.3%	-6.4%	-2.1	1.5%	-5.4%	-7.0%
CC(=O)c1c(C(=O)O)c2ccccc2[nH]c1=O	-2.7%	7.1%	-10.2%	-0.6%[59 µM]	4.2%	-0.9	-5.1%	-16.7%	54.3%[activator]
CSCCC(C)N1CCC(Oc2ccc(C(=O)NCc3ccccn3)cc2)CC1 (centres undefined)	-7.8%	nt	nt	nt	-2.8%	5.6	nt	-18.4%	nt
N#Cc1ccc(-c2ccc(OCC(=O)NCCCN3CCCC3=O)cc2)cc1	-5.0%	-1.5%	2.2%	18.9%	3.7%	-1.5	2.9%	-5.8%	36.4%
CCCN1C(=O)/C(=C/c2nc3ccccc3c(=O)[nH]2)c2cc(C)ccc21	-0.4%	?	-35.7%	nt	-5.2%	-4.0	-4.3%	-1.4%	-34.7%
O=C(NCc1cccnc1)c1ccc(CS(=O)(=O)c2ccc(Br)cc2)o1	-5.0%	2.9%	-5.6%	?	-0.4%	-0.6	7.7%	-8.8%	35.3%
CN(CC(=O)Nc1ccc(Cl)c(C(F)(F)F)c1)C(=O)c1cn2ccccc2n1	-3.6%	-13.1%	?	35.5µM*	-4.4%	5.1	-1.3%	-23.1%	15.9%
Cc1ccc(S(=O)(=O)N(C)CCCC(=O)Nc2cc(C)ccc2C)cc1	-7.1%	6.4%	-4.7%	16.0%	-7.2%	4.7	1.4%	-10.5%	42.5%[activator]
C/C(=N/NC(=O)c1ccn(C)n1)c1ccncc1	-3.8%	-9.6%	-32.0%	3.1%	0.6%	-3.6	-3.3%	-10.8%	28.8%
O=C(c1cc(COc2ccc(F)cc2Cl)on1)N1CCN(c2cnccn2)CC1	-2.4%	-14.6%	0.9%	97.3%[activator]	-3.2%	-1.7	3.7%	-23.6%	9.5%
Cn1cccc1C(=O)C(=O)Nc1ccc(F)c(F)c1	-17.3%	-11.0%	2.1%	18.8%	2.3%	-11.9	-3.8%	-21.2%	28.5%
COC(=O)/C(=C\Nc1ccccc1)NC(=O)c1ccc(Cl)cc1Cl	-4.8%	-15.2%	-23.4%	-28.7%	13.1%	-3.5	2.3%	-7.6%	37.2%
CCc1ccccc1N(C)C(=O)c1nn(-c2ccc(OC)cc2)c(=O)c2c1c1ccccc1n2C	nt	2.3%	nt	-3.6%[59 µM]	-7.7%	-4.0	1.3%	nt	36.1%
N#Cc1ccccc1Sc1ccccc1C(=O)NCC(c1ccco1)N1CCCC1 (centres undefined)	-4.8%	?	50.1µM*	2.82µM*	1.7%	1.1	11.6%	-11.2%	?
Cc1nn(C)c2c1c(-c1ccccc1)cc(=O)n2Cc1ccccc1C#N	-4.6%	10.7%	1.7%	-19.3%[59 µM]	-10.2%	0.0	9.8%	-27.6%	167.0%[activator]

The list is partial; count on the stated rates, not on these rows.
